SIAE inh – human SIAE inhibitors, primary screen, biochemical, fluorescence polarization, FP-Rh probe, 1536-well HTS; AID 1053197, 2014; Sialate O-acetylesterase (Homo sapiens), Q9HAT2; SIAE FP-Rh probe binding; 0.69% of 370,000 active; inhibition, % at 9.66 µM;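 active = inhibition above a cutoff: mean of compounds within the control limits plus 3 SD of those, cut at about 17% in these data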;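 note: 0% = plate median of compound wells and 100% = probe without SIAE protein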
MBD2 DNA inh – inhibitors of MBD2 binding to methylated DNA, primary screen, biochemical, TR-FRET, DNA-binding domain, human; Methyl-CpG-binding domain protein 2 (Homo sapiens), Q9UBB5; 0.31% of 370,000 active; inhibition, % at 4.4 µM; MBD2 binding to methylated oligonucleotide; in the data active = inhibition above about 13%
PRMT1 FP inh – PRMT1 methyltransferase inhibitors, primary screen, biochemical, fluorescence polarization; 1.3% of 370,000 active; Protein arginine N-methyltransferase 1 (Homo sapiens), Q99873; inhibition, % at 2.79 µM; recombinant PRMT1, activity-based probe fluorescence polarization;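 active = inhibition above about 21% made by adding two undisclosed values, limit read from the data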
TDP2 absorb – human TDP2 enzyme inhibitors, primary screen, biochemical, epi absorbance, recombinant enzyme; 0.34% of 370,000 active; inhibition, % at 12.8 µM; T5PNP hydrolysis, p-nitrophenol absorbance 415 nm;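 active = inhibition above the mean of all tested compounds plus 3 SD, set per campaign, cut at about 25% in these data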;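 note: 0% = DMSO with enzyme and 100% = buffer with substrate but no TDP2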
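Test system: human TDP2 enzyme; Input: 120 nM TDP2 per well; Buffer or medium: Mg2+-containing Tris-HCl buffer, pH 7.5; Reagent: 5 mM T5PNP; Dosing: 12.8 µM single point, 1% DMSO; Incubation: reaction 2 h, 37 °C; Detection: p-Nitrophenol epi absorbance; Read-out: % inhibition relative to enzyme-containing and enzyme-free wells; Replicates: single well per compound.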
UHRF1 MBD2 ctr – UHRF1 methylated DNA binding inhibitors, primary screen, counter-screen for MBD2 inhibitor project, biochemical, TR-FRET, human UHRF1, single concentration; AID 687016, 2013; UHRF1 binding to methylated oligo; inhibition, % at 4.4 µM; 0.75% of 370,000 active; in the data active = inhibition above about 21%;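 note: UHRF1 SRA domain binding a hemimethylated CpG hairpin DNA probe; 0% = median of test compound wells and 100% = reference inhibitor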
Target sequence (Q96T88 whole entry, looked up, the tested form may be a part): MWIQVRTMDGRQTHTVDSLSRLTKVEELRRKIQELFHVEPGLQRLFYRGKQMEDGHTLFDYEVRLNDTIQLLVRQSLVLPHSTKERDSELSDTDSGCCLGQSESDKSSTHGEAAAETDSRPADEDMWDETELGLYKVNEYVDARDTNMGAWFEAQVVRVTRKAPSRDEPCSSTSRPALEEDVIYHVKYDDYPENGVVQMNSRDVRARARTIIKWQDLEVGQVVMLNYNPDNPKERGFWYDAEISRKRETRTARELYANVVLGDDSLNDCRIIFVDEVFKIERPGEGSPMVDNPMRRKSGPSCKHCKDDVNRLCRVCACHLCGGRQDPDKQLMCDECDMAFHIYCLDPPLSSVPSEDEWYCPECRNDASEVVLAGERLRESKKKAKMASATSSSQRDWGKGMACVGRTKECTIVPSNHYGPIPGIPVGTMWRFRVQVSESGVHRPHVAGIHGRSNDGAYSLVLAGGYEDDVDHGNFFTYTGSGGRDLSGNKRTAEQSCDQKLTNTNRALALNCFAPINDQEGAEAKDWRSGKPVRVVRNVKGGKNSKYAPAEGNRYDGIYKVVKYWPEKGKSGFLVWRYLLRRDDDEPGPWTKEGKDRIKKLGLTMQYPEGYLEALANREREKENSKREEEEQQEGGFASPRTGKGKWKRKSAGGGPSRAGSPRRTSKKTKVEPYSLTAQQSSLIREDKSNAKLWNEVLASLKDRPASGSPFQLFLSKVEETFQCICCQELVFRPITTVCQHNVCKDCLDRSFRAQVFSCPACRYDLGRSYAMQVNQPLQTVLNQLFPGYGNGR
TCR-CD3 inh – inhibitors of human TCR-CD3 interaction, primary screen, biochemical, fluorescence, TAMRA-labeled TCR probe; inhibition, % at 9.4 µM; 0.37% of 360,000 active; in the data active = inhibition above about 19%;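 note: recombinant mutant TCR 2C K166C tagged with TAMRA read by polarization; 0% = receptor in buffer alone and 100% = receptor with positive control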
LEDGF integ inh – blockers of LEDGF/p75-dependent integrase strand transfer – biochemical, TR-FRET, high throughput, primary screen | HIV-1 integrase (with human LEDGF/p75) | TR-FRET IN-LEDGF/p75 DNA integration, Eu/Cy5 | inhibition, % at 3.7 µM | 0.64% of 370,000 active | AID 743269, 2014;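 active = inhibition above the screen-wide mean plus 3 SD, cut at about 13% in these data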;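 note: signal is the Cy5 over europium emission ratio at 671 and 618 nm; 0% = plate median of compound wells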
proKLK7 act – proKLK7 zymogen activators, primary screen, biochemical, fluorescence intensity; activation, % at 7 µM; Kallikrein-7 (Homo sapiens), P49862; 0.9% of 370,000 active; purified proKLK7, EDANS-DABCYL substrate fluorescence; 100% is mature enzyme control, 0% vehicle;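 active = activation above the mean of all tested compounds plus 3 SD, computed per campaign excluding outliers beyond control limits, cut at about 13% in these data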
Target sequence (P49862 whole entry, looked up): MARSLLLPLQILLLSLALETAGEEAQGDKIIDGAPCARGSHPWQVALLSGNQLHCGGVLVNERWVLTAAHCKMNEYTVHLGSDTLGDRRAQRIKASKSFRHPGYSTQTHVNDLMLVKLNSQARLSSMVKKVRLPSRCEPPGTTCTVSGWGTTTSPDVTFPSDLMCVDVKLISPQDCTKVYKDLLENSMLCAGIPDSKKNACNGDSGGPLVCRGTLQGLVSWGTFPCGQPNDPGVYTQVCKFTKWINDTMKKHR
Tn6 DDE FP – inhibitors of Tn6 peptide binding to fibrin DD(E), primary screen, biochemical, fluorescence polarization, human fibrin, Tn6 probe; Fibrinogen beta chain (Homo sapiens), P02675; Fibrin DD(E) TRITC-Tn6 fluorescence polarization displacement; inhibition, % at 8.3 µM; 0.21% of 370,000 active;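 active = inhibition above a per-campaign cutoff: mean of compounds within control limits plus 3 SD, cut at about 15% in these data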;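 note: 0% = median of all compound wells on the plate and 100% = blocking peptide control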
DDE Tn7 FP inh – inhibitors of Tn7 peptide binding to fibrin DD(E), primary screen, biochemical, fluorescence polarization, human fibrin, Tn7 probe | inhibition, % at 8.3 µM | 0.13% of 370,000 active | FP displacement of FITC-Tn7 peptide from fibrin DD(E); 0% = median of compound wells per plate | Fibrinogen beta chain (Homo sapiens), P02675;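 active = inhibition above the mean of compounds falling within the control limits plus 3 SD of them, cut at about 14% in these data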;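 note: 0% = plate median of compound wells and 100% = 10 µM Aha-Tn7 peptide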
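System: human fibrin DD(E); quantity: Fibrin-DD(E) at 2 µM final; also added: fluorescent Tn7 probe at 0.1 µM; compound dosing: single nominal test concentration of 8.3 µM per compound; schedule: 10 min preincubation, 3 h with tracer, room temperature; detection: fluorescence polarization of the labelled Tn7 tracer; repeats: one replicate per compound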
* hit, by the source's call; / = not tested or not shown.

SMILES	SIAE inh	MBD2 DNA inh	PRMT1 FP inh	TDP2 absorb	UHRF1 MBD2 ctr	TCR-CD3 inh	LEDGF integ inh	proKLK7 act	Tn6 DDE FP	DDE Tn7 FP inh
CC(C)C[C@H]1CNC(=O)C(=O)N1C[C@@H]1CCCN1C[C@H](Cc1ccc(O)cc1)N1C[C@H](Cc2ccccc2)N(CC2CCCCC2)C(=O)C1=O	-8	-3	-1	-3	0	5	0	-0.4	3	2
Cn1c(CC(=O)Nc2ccccc2)cc2ccccc21	8	-2	-2	6	-4	-3	6	0.4	-9	-3
COC(=O)[C@]12C[C@H](CC(=O)NCCCCc3ccccc3)C(=O)N(Cc3ccc(Cl)cc3Cl)C1=C[C@H](C1CCCC1)O[C@@H]2C	5	4	1	7	1	/	0	0.0	5	-2
Cc1ccc(C)c(Oc2nnnn2-c2ccccc2)c1	2	-4	4	-10	2	0	-4	0.3	3	-1
O=C(O)CC(CC(=O)Nc1ccc(-n2ccc(C(F)(F)F)n2)cc1)c1ccccc1 (stereo unspecified)	7	0	-3	4	-1	-4	5	0.0	-9	-5
Cc1cc(C)nc(NC(=O)c2csnn2)c1	-4	2	2	-3	0	-3	3	0.5	-4	2
Fc1ccc(CN2CCN3CCCC3C2C2CCCCC2)cc1F (stereo unspecified)	2	1	0	-8	-1	0	-2	-0.5	6	1
CC1=C(C#N)C(c2ccccc2O)C(C#N)=C(C)N1	2	-2	-1	-6	-4	7	3	0.2	2	-2
COc1c(C)cc(C(=O)C2CCCN(S(=O)(=O)N(C)C)C2)cc1C (stereo unspecified)	8	-5	1	6	-1	9	-1	-0.4	8	2
O=C(OCc1ccccc1)c1c(-c2ccccc2)oc2c1C(OCCO)CCC2 (stereo unspecified)	-3	-10	-3	-2	-1	3	0	-0.4	4	13
Cc1ccc(C(=S)NCS(=O)(=O)c2ccc(C)cc2)cc1	3	2	4	4	-2	8	-1	-0.2	2	4
COc1ccc(CCn2c(C)cc(C(=O)CSc3nc(N)cc(=O)[nH]3)c2C)cc1	-8	3	1	10	-1	1	1	0.7	5	1
CC1(C)CC(=O)C=C(NCCCNC2CCCCC2)C1	0	2	-3	-11	-1	1	0	-0.1	0	-3
COc1ccc2nc(-c3ccccn3)ccc2c1	-2	-3	-1	4	-1	-7	-2	21*	3	1
COCCCNC(=O)CSc1nc2sc(C(=O)OC)c(C)c2c(=O)n1N	-16	5	7	-17	-1	-8	-1	0.4	-8	0
CN(CC(=O)Nc1ccccc1Cl)C(=O)Cn1cnc2ccccc2c1=O	2	6	5	-4	2	-8	2	0.4	-5	3
COc1ccc(C(C)(C)C)cc1NC(=O)Cn1cnnn1	-3	-4	-1	3	0	-2	-1	-0.2	2	-4
N#C/C(=C\c1ccc[nH]1)C(=O)N1CCCCC1	-1	-1	-4	-7	-1	2	5	-0.9	4	-10
O=C(Nc1nc2ccccc2[nH]1)c1cc2ccccc2o1	-11	2	-1	11	-6	0	3	16*	2	-4
CN=C1c2cc3cc(OC)ccc3n2CCN1Cc1ccccc1	0	0	-1	-2	-3	8	1	5.7	3	-1
N#Cc1ccccc1NC(=O)CSc1nnc(-c2ccccc2O)n1-c1ccccc1	7	-6	-3	-4	0	3	5	0.2	-9	1
CC(=O)Nc1nonc1-c1ccccc1	0	0	-1	0	4	-3	-2	0.6	7	0
O=C1C(=O)N(CCN2CCOCC2)C(c2ccccn2)/C1=C(/O)c1ccc(Cl)cc1 (stereo unspecified)	-1	0	3	-8	-3	5	1	0.1	5	6
CCOC(=O)N1CCN(c2c(Nc3ccc4c(c3)OCCO4)c(=O)c2=O)CC1	4	-1	-2	-16	3	-7	0	-0.4	5	-5
Cc1ccccc1Cn1cc(S(=O)(=O)CC(=O)Nc2nccs2)c2ccccc21	-14	3	7	-13	3	-4	3	-0.1	-5	1
OCCN1CCOCCN(CCO)CCN(CCO)CC1	1	7	-2	8	3	-7	0	-0.6	-1	0
CNC(=O)c1c(NC(=O)CCS(=O)(=O)c2ccc(C)cc2)sc2c1CCN(C(=O)OC)C2	-2	0	2	6	-4	-3	7	-0.6	-1	-6
O=C(Nc1ccc2c(c1)OCCO2)c1c(F)c(F)c(F)c(F)c1F	-1	-1	2	7	0	1	-1	-0.1	7	3
O=C1NCCc2c1[nH]c1c(Cl)ccc(Cl)c21	-5	1	-2	-2	-1	4	-1	0.3	3	0
O=C1c2ccccc2NC(c2cccc(O)c2)N1O (stereo unspecified)	8	3	5	-16	1	6	1	-1.7	-2	-3
Cc1cc(C)n(-c2ccc(C(F)(F)F)cc2[N+](=O)[O-])n1	0	-5	-2	-8	0	-2	4	-0.4	3	3
CN1CC=C2C(C#N)=C(N)C(C#N)(C#N)C(Cc3ccccc3)C2C1 (stereo unspecified)	7	-3	45*	-2	-2	-1	-1	24*	4	9
CCOC(=O)c1oc2cc(O)cc(C)c2c1C	4	-1	2	5	1	4	3	-20	2	-2
CCc1nnc(NC(=O)CSc2nnc(-c3ccc(S(=O)(=O)N(CC)CC)cc3)n2CC)s1	-3	5	6	-6	3	1	-3	-0.6	-2	1
CCCC(=O)Nc1cc(OC)c(NC(=S)Nc2ccc(CC)cc2)cc1OC	10	-7	-1	26*	-2	7	4	0.7	36*	4
CNC(=O)c1nnn(Cc2ccccc2)c1NC(C)=O	-7	3	0	3	3	-2	1	0.3	8	-2
CSc1ccc(-c2ccc3c(c2)c(Sc2ccccc2)c(-c2ccccc2)n3C)cc1	4	3	5	-1	0	-2	3	-0.7	6	4
CC(=O)c1cn(C)c(=O)n(C)c1=O	-6	8	1	5	5	-2	2	0.1	-8	-4
COc1ccc(-c2cc3nc(-c4ccccc4)cc(N4CCN(C(C)=O)CC4)n3n2)cc1	-23	2	-3	-5	4	-6	2	-38	-10	5
CNC(=O)Cn1c(=O)n(C)c2ccccc21	0	-3	2	2	1	6	0	0.0	1	-1
CCc1nnc(NC(=O)CSc2nc(-c3ccccc3)cc(-c3ccc(F)cc3)c2C#N)s1	1	1	-1	14	-5	5	1	-1.1	5	2
CCOC(=O)CSc1nc(C)c(CC)c(C)c1C(N)=O	3	1	-1	0	0	4	-3	0.2	6	5
COc1ccc(OCCCC(=O)OC(C)C(=O)Nc2ccc(C)cc2)cc1 (stereo unspecified)	-2	1	1	10	0	4	2	0.1	0	-9
COc1c(F)cccc1C1=CC(=O)C[C@H](c2ccc(F)cc2)C1	0	6	5	-11	5	-2	-6	0.1	-5	-3
COc1ccc(CNC(=O)COC(=O)c2cccs2)cc1	9	9	3	-7	7	-3	1	0.2	-2	1
COc1ccc(-c2cc(C)no2)cc1S(=O)(=O)N1CCCN(Cc2ccccc2Cl)C1	3	1	4	-2	0	-3	-3	0.5	6	-2
Cn1c(-c2cc(Cl)ccc2O)nc2c1c(=O)[nH]c(=O)n2Cc1ccccc1	-5	5	-3	-16	-2	6	2	-0.6	-3	-5
Cn1c(=O)oc2cc(S(=O)(=O)NC3CCCCC3)ccc21	7	8	-6	14	-1	1	3	-0.6	-9	2

Just Tn6 DDE FP, for some of the entries so far:
canonical_smiles	Tn6 DDE FP
CC(=O)c1cn(C)c(=O)n(C)c1=O	-8
COc1ccc(-c2cc3nc(-c4ccccc4)cc(N4CCN(C(C)=O)CC4)n3n2)cc1	-10
CNC(=O)Cn1c(=O)n(C)c2ccccc21	1

(continued)
SMILES	SIAE inh	MBD2 DNA inh	PRMT1 FP inh	TDP2 absorb	UHRF1 MBD2 ctr	TCR-CD3 inh	LEDGF integ inh	proKLK7 act	Tn6 DDE FP	DDE Tn7 FP inh
Cc1nc2ccc(-c3nc4ccc(N)cc4[nH]3)cc2[nH]1	6	-8	3	9	-3	-13	1	37*	-1	8
COc1ccc(OC)c(NC(=O)CN2C(=O)NC(C)(c3ccc4c(c3)OCCO4)C2=O)c1 (stereo unspecified)	-6	1	0	6	4	-6	-5	0.0	-1	3
CC(C)C[C@H]1COc2cc(N3CC[C@H](O)C3)ccc2S(=O)(=O)N1	4	1	5	13	1	-7	-2	0.7	-2	-7
COc1ccccc1-n1c(SCC(=O)N2CCOCC2)nc2cccnc21	0	-2	2	0	0	4	-2	0.1	2	2
COc1ccc(NC(=S)NCCc2ccccc2OC)c(OC)c1	2	1	-2	4	2	4	2	-0.4	4	-7
Cc1ccc(S(=O)(=O)NCc2ccccn2)c(C)c1	3	0	0	6	0	7	0	0.5	8	0
NC(=O)c1ccccc1OCCOc1ccc(Br)cc1	5	2	3	5	0	0	0	-0.2	2	-2
N#Cc1c2n(c(=S)n(-c3ccccc3)c1=O)CCCCC2	-8	1	5	5	3	-6	11	0.4	5	4
O=C(O)CC(=O)Nc1cc(Cl)ccc1O	10	-4	-3	7	-1	-9	1	-0.3	-1	8
NCCCC(=O)N1c2ccccc2Sc2ccc(Cl)cc21	-3	5	-5	-6	1	5	5	0.1	7	-5
CCOC(=O)c1ccc2nc(NC(=O)C(C)C)sc2c1	-3	1	-2	1	0	9	7	-0.2	0	-7
CCc1nc2c(OCc3ccc(Cl)cc3)cccn2c1N(C=O)Cc1ccc(OC)cc1	-5	6	0	9	-4	-1	0	0.5	4	3
COc1ccc(NC(=O)C2CCCN2C(=O)NC2CCCCC2)cc1 (stereo unspecified)	0	-4	-2	4	1	-1	2	-0.2	17*	1
COc1ccc(C)cc1NC(=O)c1ccc(NS(=O)(=O)c2cccs2)cc1	-4	3	-2	3	1	4	0	0.5	1	6
CCc1cc(=O)n2[nH]c(-c3ccccc3)c(-c3ccccc3)c2n1	-5	-2	1	13	-1	0	-3	-5.9	2	0
COC(=O)c1ccc(CSc2nncn2N)cc1	-6	48*	-1	8	-2	9	0	-0.4	5	9
CCCCCC(=O)N/N=C(\C)c1ccc(Cl)cc1	0	0	-4	0	4	-6	-2	-0.2	-4	0

Screening results deposited in PubChem by The Scripps Research Institute Molecular Screening Center.
